T cruzi growth: blocks T. cruzi growth in NIH3T3 culture; T. cruzi beta-gal in NIH3T3, GalScreen luminescence, 90 h; inhibition, % at 8.34 µM; hit rate 5.9% among 77,000;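 active = mean inhibition above about 93%, with at least 55% of replicates each passing it, limit read from the data, passing the limit was not always enough; inconclusive = only one of those two conditions holds; inactive = neither condition holds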
Pf Dd2 inh: inhibitors of Plasmodium falciparum Dd2 growth; P. falciparum Dd2 growth, SYBR Green, 72 h; stronger effect = lower value; activity change, % at 10 µM; hit rate 2.3% among 94,000; AID 1159554; in the data active = activity change below about -80%; inconclusive = no clear call, values can overlap the other calls
KDM4C inh: KDM4C (human) demethylase inhibition; GST-KDM4C 2-372, H3K9me3 peptide, LANCE TR-FRET; Q9H3R0; hit rate 0.15% among 96,000; inhibition, % at 12.5 µM; AID 720574;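 active = mean replicate inhibition above about 25%, with at least 55% of replicates also reaching it, limit read from the data, passing the limit was not always enough; inconclusive = only one of those two conditions met; inactive = neither condition met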
Target sequence (Q9H3R0 2-372 limits assumed): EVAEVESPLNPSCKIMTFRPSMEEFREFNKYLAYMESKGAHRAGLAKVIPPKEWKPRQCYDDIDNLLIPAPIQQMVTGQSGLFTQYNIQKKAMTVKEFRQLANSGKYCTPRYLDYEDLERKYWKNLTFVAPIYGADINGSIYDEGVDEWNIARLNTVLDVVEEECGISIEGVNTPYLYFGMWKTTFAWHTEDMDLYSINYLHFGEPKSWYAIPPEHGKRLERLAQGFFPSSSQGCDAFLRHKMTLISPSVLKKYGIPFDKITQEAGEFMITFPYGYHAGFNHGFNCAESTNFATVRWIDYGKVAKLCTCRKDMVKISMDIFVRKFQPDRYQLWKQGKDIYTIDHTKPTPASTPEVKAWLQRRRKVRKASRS
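Material: GST-tagged GASC-1 (JMJD2C) catalytic fragment, aa 2-372. Input: enzyme final amount 10 nM. Medium: HEPES buffer, pH 7.5, plus ascorbate. Reagent: H3K9me3 peptide substrate, Fe(II), 2-oxoglutarate. Doses: single dose. Times: reaction 30 min RT, detection step 1 h RT. Measured by: LANCE TR-FRET. Evaluation: Fall in 671/618 emission ratio as inhibition.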
C diff growth: blocks growth of Clostridium difficile; growth activity, negative = inhibition, % at 16 µg/mL (by protocol); hit rate 0.25% among 86,000; Clostridium difficile clinical isolate growth, OD600, 24 h; stronger effect = lower value; AID 1259249;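 active = mean growth activity at or below -80% and every replicate also at or below -80%; inconclusive = mean at or below -80% but some replicate above -80%; inactive = mean growth activity above -80%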;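 note: 0% = DMSO wells and -100% = levofloxacin 16 µg/mL wells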
Numbers without * were called inactive; ? = inconclusive; . = no result given; & = joins results of further samples.

no.	T cruzi growth	Pf Dd2 inh	KDM4C inh	C diff growth	molecule
1	.	3	-0.5	14	COc1ccccc1NC(=O)N1CC(=O)N2[C@H](C1)[C@H](c1ccc(-c3ccc(C)cc3)cc1)[C@@H]2CO
2	83	-16	1.6	-11	CN1c2ccc(C#Cc3cccnc3)cc2[C@H]2[C@H](CCN2C(=O)C2CCCCC2)[C@@H]1CO
3	-1	15	1.7	.	C[C@H](CO)N1C[C@H](C)[C@H](CN(C)Cc2cccc(C(F)(F)F)c2)Oc2ncc(-c3cccc(F)c3)cc2C1=O
4	45	-15	0.5	9	Cc1cccc(S(=O)(=O)N2CCCCN3[C@@H](CO)[C@H](c4ccc(C#C[C@H](C)O)cc4)[C@@H]3C2)c1
5	-20	8	-0.7	2	O=C(C[C@H]1CC[C@@H](NC(=O)C2CCC2)[C@@H](CO)O1)Nc1nccs1
6	83	-65	-0.6	-6	N#C[C@@H]1[C@H](c2ccc(C#Cc3ccccc3F)cc2)[C@H](CO)N1C(=O)C1CCCCC1
7	.	78	-1.5	-1	COc1cccc(-c2cnc3c(c2)C(=O)N([C@@H](C)CO)C[C@@H](C)[C@@H](CN(C)Cc2ccc(C(=O)O)cc2)O3)c1
8	-13	19	4.5	-2	CC=Cc1ccc2n(c1=O)C[C@H]1[C@H](CO)[C@@H](C(=O)NCC)N(Cc3nccs3)[C@@H]21 (mixture of isomers)
9	20	1	1.2	-1	COc1ccccc1NC(=O)N[C@@H]1CC[C@H](CCNS(=O)(=O)c2ccc(F)cc2)O[C@@H]1CO
10	22	-12	-1.4	-3	Cc1noc(C)c1S(=O)(=O)N(C)C[C@H]1Oc2ccc(NS(=O)(=O)c3ccc(F)cc3)cc2CC(=O)N([C@@H](C)CO)C[C@H]1C
11	40	10	0.6	3	Cc1ccc(S(=O)(=O)N(C)C[C@H]2Oc3ccc(NS(=O)(=O)c4ccc(F)cc4)cc3C(=O)N([C@@H](C)CO)C[C@H]2C)cc1
12	.	-8	-1.8	7	O=C(N[C@H]1CC[C@H](CCn2cc(C3CCCC3)nn2)O[C@@H]1CO)c1cccnc1
13	36	63	1.7	-3	CC(=O)N(C)C[C@H]1Oc2ncc(-c3cccnc3)cc2C(=O)N([C@@H](C)CO)C[C@@H]1C
14	.	22	23	2	CN(C)CC(=O)N[C@H]1CC[C@H](CC(=O)O)O[C@@H]1CO
15	0	10	-0.1	1	C[C@H]1CN([C@@H](C)CO)C(=O)c2cc(Br)cnc2O[C@@H]1CN(C)C(=O)Nc1ccccc1
16	.	18	0.6	-8	CN(C)C(=O)c1cccc(-c2ccc([C@@H]3[C@@H](CO)N4C(=O)CN(C(=O)C5CCCCC5)C[C@H]34)cc2)c1
17	-12	40	0.8	-1	CC(=O)N(C)C[C@H]1Oc2ncc(C3=CCCC3)cc2C(=O)N([C@@H](C)CO)C[C@H]1C
18	71	-44	-0.6	-3	CN(C)C(=O)c1ccc(-c2ccc3c(c2)[C@H]2[C@H](CCN2S(=O)(=O)c2cn(C)cn2)[C@@H](CO)N3)cc1
19	29	.	-0.1	2	CO[C@H]1CC[C@H]2CCOc3c(C#N)cccc3C(=O)N(C)C[C@H](OC)[C@H](C)C(=O)N(C)C[C@@H]1O2
20	.	-5	-0.5	-2	O=S(=O)(N[C@H]1CC[C@H](CCn2cc(-c3ccccc3F)nn2)O[C@@H]1CO)c1ccc(F)cc1
21	53	17	4.8	1	Cc1ccc(S(=O)(=O)Nc2ccc3c(c2)CC(=O)N([C@@H](C)CO)C[C@H](C)[C@H](CN(C)C(=O)NC(C)C)O3)cc1
22	39	7	-0.9	-5	C[C@@H]1CN([C@H](C)CO)C(=O)Cc2cc(NC(=O)c3ccncc3)ccc2O[C@@H]1CN(C)CC1CC1
23	.	.	-1.0	3	C[C@@H]1CN([C@H](C)CO)C(=O)c2cc(NC(=O)CCC(F)(F)F)ccc2O[C@@H](C)CCCCO[C@H]1CN(C)C(=O)Nc1ccccc1
24	22	-6	-0.7	15	COc1ccc(NC(=O)N(C)C[C@H]2Oc3c(NC(=O)C4CCOCC4)cccc3C(=O)N([C@H](C)CO)C[C@H]2C)cc1
25	-3	-9	0.8	3	C[C@@H]1CN([C@H](C)CO)C(=O)c2cc(NC(=O)C3CCCCC3)ccc2O[C@@H]1CN(C)S(=O)(=O)c1cn(C)cn1
26	.	20	-2.0	1	CNC[C@@H]1Oc2ccc(NS(=O)(=O)c3ccc(OC)cc3)cc2C(=O)N([C@@H](C)CO)C[C@H]1C
27	120	1	0.1	7	C[C@@H]1CN([C@@H](C)CO)S(=O)(=O)c2ccc(-c3cccc(F)c3)cc2O[C@@H]1CN(C)S(=O)(=O)c1ccc(F)cc1
28	-66	41	-0.3	-13	Cc1noc(C)c1NC(=O)N(C)C[C@@H]1OCCCC[C@@H](C)Oc2ccc(NS(=O)(=O)c3ccc(F)cc3)cc2C(=O)N([C@H](C)CO)C[C@@H]1C
29	.	-21	0.9	-4	C[C@@H]1CN([C@H](C)CO)C(=O)c2cc(NC(=O)Nc3cccc4ccccc34)ccc2O[C@H]1CN(C)S(C)(=O)=O
30	57	-6	3.3	-7	C[C@@H]1CN([C@@H](C)CO)C(=O)c2cc(C3=CCCCC3)cnc2O[C@H]1CN(C)C(=O)c1cccc(F)c1
31	.	-4	0.1	8	COc1ccc2c3c(n(C)c2c1)[C@H](CO)N(Cc1ccncc1)CC31CN(C(=O)C2CCCC2)C1
32	.	10	-1.0	57	CN(C)C(=O)c1cccc(-c2ccc([C@@H]3[C@@H](CO)N4C(=O)CNC[C@@H]34)cc2)c1
33	-15	-8	2.1	.	CCC(=O)N1C[C@@H](C)[C@H](OC)CN(C)C(=O)c2ccc(NC(=O)c3ccc(OC)cc3)cc2OC[C@H]1C
34	36	-45	1.6	-14	COc1ccc(CN(C)C[C@H]2OCCCC[C@@H](C)Oc3ccc(NS(=O)(=O)c4cccs4)cc3C(=O)N([C@@H](C)CO)C[C@H]2C)cc1
35	22	20	0.0	-3	CC(C)NC(=O)N(C)C[C@H]1Oc2ccc(NS(=O)(=O)c3cn(C)cn3)cc2CC(=O)N([C@@H](C)CO)C[C@H]1C
36	40	10	13	3	COc1ccc(-c2cnc3c(c2)C(=O)N([C@@H](C)CO)C[C@H](C)[C@H](CN(C)C)O3)cc1
37	49	-20	15	-1	C[C@@H]1CN([C@H](C)CO)C(=O)c2cccc(NS(=O)(=O)c3ccc(Cl)cc3)c2O[C@H]1CN(C)CC1CCCCC1
38	52	-7	-0.7	.	Cc1cccc(S(=O)(=O)N2C[C@H](O)COC[C@H]3O[C@H](CC(=O)NCc4ccc5c(c4)OCO5)CC[C@@H]32)c1
39	.	-63	-1.7	1	COc1cccc(S(=O)(=O)N2CCC3(CC2)CN(C(=O)Nc2ccc(F)cc2)[C@H](CO)c2[nH]c4cc(OC)ccc4c23)c1
40	22	10	-1.1	-1	Cc1noc(C)c1NC(=O)Nc1ccc2c(c1)CC(=O)N([C@H](C)CO)C[C@@H](C)[C@H](CN(C)Cc1ccc(C(F)(F)F)cc1)O2
41	8	4	-0.2	-1	O=C(NC1CCCCC1)N[C@@H]1CC[C@H](CCNS(=O)(=O)c2ccc(F)cc2)O[C@H]1CO
42	-3	19	.	6&5	CCC(=O)N1C[C@@H](O)COC[C@H]2O[C@@H](CC(=O)NC)CC[C@@H]21
43	65	-21	3.7	-3	C/C=C/c1ccc2c(c1)O[C@@H](CN(C)Cc1cccnc1)[C@@H](C)CN([C@@H](C)CO)S2(=O)=O
44	-23	13	1.0	0	CC(C)NC(=O)N(C)C[C@H]1Oc2ccc(NC(=O)NC3CCCCC3)cc2C(=O)N([C@@H](C)CO)C[C@@H]1C
45	-88	4	0.3	-3	CCCN1C[C@H](C)[C@@H](OC)CN(C)C(=O)c2cc(NS(=O)(=O)CC)ccc2OC[C@H]1C
46	1	-24	1.2	2	COc1ccc(S(=O)(=O)N(C)C[C@H]2Oc3ccc(NC(=O)c4ccncc4)cc3C(=O)N([C@H](C)CO)C[C@@H]2C)cc1
47	.	?	0.1	3	COc1ccc2c3c(n(C)c2c1)[C@H](CO)N(C(=O)CN(C)C)CC31CN(Cc2cccnc2)C1
48	19	-31	0.5	.	CC(C)c1cn(CC[C@H]2CC[C@@H](NC(=O)c3cccc(F)c3)[C@@H](CO)O2)nn1

Profiles, looked up by structure. Order of screens: T cruzi growth	Pf Dd2 inh	KDM4C inh	C diff growth
Entry for COc1ccc2c3c(n(C)c2c1)[C@H](CO)N(C(=O)CN(C)C)CC31CN(Cc2cccnc2)C1 = .	?	0.1	3
Entry for Cc1cccc(S(=O)(=O)N2C[C@H](O)COC[C@H]3O[C@H](CC(=O)NCc4ccc5c(c4)OCO5)CC[C@@H]32)c1 = 52	-7	-0.7	.

(further entries)
no.	T cruzi growth	Pf Dd2 inh	KDM4C inh	C diff growth	molecule
49	21	2	3.1	-3	Cc1noc(C)c1S(=O)(=O)N(C)C[C@H]1Oc2ccc(N(C)C)cc2CC(=O)N([C@@H](C)CO)C[C@H]1C
50	-16	-17	-0.1	-4	C[C@@H]1CN([C@H](C)CO)C(=O)c2cc(NC(=O)c3ccncc3)ccc2O[C@@H]1CN(C)C(=O)Nc1ccccc1
51	-1	30	0.3	3	CCCN1C[C@@H](C)[C@@H](OC)CN(C)C(=O)c2cc(NC(=O)COC)ccc2OC[C@H]1C
52	-34	-3	1.3	7	O=C(C[C@H]1CC[C@@H]2[C@H](COC[C@@H](O)CN2Cc2cccc(F)c2)O1)NCC1CCCCC1
53	4	2	-1.0	0	COc1ccc(CN2C[C@@H](O)COC[C@@H]3O[C@H](CC(=O)NCc4ccncn4)CC[C@H]32)cc1
54	100*	2	-3.1	-2	COc1cccc(-c2ccc([C@@H]3[C@@H](CO)N4CCCCN(C(=O)NC(C)C)C[C@@H]34)cc2)c1
55	45	-8	3.8	20	C[C@H](CO)N1C[C@H](C)[C@H](CN(C)Cc2ccc(Cl)c(Cl)c2)OCCCC[C@H](C)Oc2ccc(NC(=O)Nc3ccc(C(F)(F)F)cc3)cc2C1=O
56	84	-29	-1.6	67	C[C@H](CO)N1C[C@H](C)[C@@H](CN(C)Cc2ccc(-c3ccccc3)cc2)Oc2ccc(NS(=O)(=O)c3cccs3)cc2CC1=O
57	109*	-20	-6.2	-3	Cc1noc(C)c1S(=O)(=O)N(C)C[C@@H]1OCCCC[C@H](C)Oc2ccc(NC(=O)Nc3cccc4ccccc34)cc2C(=O)N([C@H](C)CO)C[C@@H]1C
58	85	-3	-2.8	0	C[C@@H]1CN([C@H](C)CO)C(=O)c2cc(-c3ccc(C(=O)N(C)C)cc3)cnc2O[C@@H]1CN(C)Cc1ccc(C(=O)O)cc1
59	58	-15	-9.1	-2	CCS(=O)(=O)N1CCCCN2[C@H](CO)[C@@H](c3ccc(C#Cc4ccccc4OC)cc3)[C@@H]2C1
60	11	0	3.2	-2	CCCNC(=O)[C@H]1[C@H](CO)[C@H]2Cn3c(ccc(-c4cccnc4)c3=O)[C@@H]1N2C(=O)Nc1ccccc1
61	.	9	-2.2	-2	O=C(N[C@@H]1CC[C@H](CCNS(=O)(=O)c2ccc(F)cc2)O[C@@H]1CO)C1CC1
62	4	0	0.6	-3	Cc1noc(C)c1S(=O)(=O)N(C)C[C@H]1Oc2ccc(NS(C)(=O)=O)cc2CC(=O)N([C@H](C)CO)C[C@@H]1C
63	.	-55	-1.1	-4	CCCC#Cc1ccc([C@@H]2[C@@H](CO)N3C(=O)CN(C(=O)Nc4cccc(F)c4)C[C@@H]23)cc1
64	-8	-2	1.8	14	CC(C)C(=O)Nc1ccc2c(c1)C(=O)N(C)[C@H]1CC[C@@H](CC(=O)Nc3ccccc3)O[C@@H]1CO2
65	54	-72	0.7	5	C[C@H](CO)N1C[C@H](C)[C@H](CN(C)S(=O)(=O)c2cn(C)cn2)Oc2cc(C#Cc3ccccc3)ccc2S1(=O)=O

Some entries already given, limited to T cruzi growth, KDM4C inh and C diff growth:
item	Compound	T cruzi growth	KDM4C inh	C diff growth
62	Cc1noc(C)c1S(=O)(=O)N(C)C[C@H]1Oc2ccc(NS(C)(=O)=O)cc2CC(=O)N([C@H](C)CO)C[C@@H]1C	4	0.6	-3
63	CCCC#Cc1ccc([C@@H]2[C@@H](CO)N3C(=O)CN(C(=O)Nc4cccc(F)c4)C[C@@H]23)cc1	.	-1.1	-4

Molecules listed so far that contain a Cl atom, in the order listed:
no.	T cruzi growth	Pf Dd2 inh	KDM4C inh	C diff growth	molecule
37	49	-20	15	-1	C[C@@H]1CN([C@H](C)CO)C(=O)c2cccc(NS(=O)(=O)c3ccc(Cl)cc3)c2O[C@H]1CN(C)CC1CCCCC1
55	45	-8	3.8	20	C[C@H](CO)N1C[C@H](C)[C@H](CN(C)Cc2ccc(Cl)c(Cl)c2)OCCCC[C@H](C)Oc2ccc(NC(=O)Nc3ccc(C(F)(F)F)cc3)cc2C1=O
